High-throughput results as filed in PubChem.
TEAD-YAP block = TEAD-YAP interaction inhibition, primary screen, TEAD-YAP interaction inhibitor project, luminescence, HEK-TIYL cells; 640,000 compounds, 1.4% hits; AID 1259422, 2018; inhibition, % at 9.12 µM; TEAD-Gal4/YAP UAS-luciferase luminescence; in the data active = inhibition above about 32%;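 also: 0% = median of test compound wells and 100% = reference inhibitor wells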
GPR151 ag = activators of human GPR151, primary screen, cell-based, PathHunter beta-arrestin, luminescence | AID 1508602, 2020 | activation, % at 11.2 µM | PathHunter beta-arrestin GPR151 cells | 650,000 compounds, 1% hits; in the data active = activation above about 4.9%;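 also: 0% = median of compound wells and 100% = cells with positive control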
Target sequence (Q8TDV0 whole entry, looked up): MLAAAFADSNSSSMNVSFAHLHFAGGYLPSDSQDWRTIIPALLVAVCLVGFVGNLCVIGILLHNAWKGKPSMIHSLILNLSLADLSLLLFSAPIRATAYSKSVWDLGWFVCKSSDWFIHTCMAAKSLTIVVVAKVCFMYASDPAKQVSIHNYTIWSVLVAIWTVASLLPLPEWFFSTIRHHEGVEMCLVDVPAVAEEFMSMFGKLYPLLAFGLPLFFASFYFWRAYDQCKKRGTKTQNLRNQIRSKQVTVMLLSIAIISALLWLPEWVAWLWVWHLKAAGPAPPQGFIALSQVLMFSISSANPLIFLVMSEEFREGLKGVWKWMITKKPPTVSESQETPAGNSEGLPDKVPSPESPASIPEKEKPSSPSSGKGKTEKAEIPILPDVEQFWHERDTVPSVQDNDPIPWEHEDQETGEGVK
MITF inh = MITF inhibitors, primary screen, biochemical, AlphaScreen, human. AlphaScreen MITF homodimerization, bead proximity signal. inhibition, % at 2.6 µM. 650,000 compounds, 0.91% hits. AID 1259374, 2018; in the data active = inhibition above about 50%;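 also: 0% = vehicle wells with protein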
FBW7 activator = FBW7 E3 ligase activators, primary screen, biochemical, AlphaScreen, human. AlphaScreen FBW7–phospho-cyclin E peptide binding, activator screen. normalized activity (activation), % at 26.1 µM. 650,000 compounds, 0.13% hits. AID 1259310, 2017; in the data active = normalized activity above about 1.9%;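 also: purified mutant Fbw7 with reduced substrate affinity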
Target sequence (Q969H0 whole entry, looked up): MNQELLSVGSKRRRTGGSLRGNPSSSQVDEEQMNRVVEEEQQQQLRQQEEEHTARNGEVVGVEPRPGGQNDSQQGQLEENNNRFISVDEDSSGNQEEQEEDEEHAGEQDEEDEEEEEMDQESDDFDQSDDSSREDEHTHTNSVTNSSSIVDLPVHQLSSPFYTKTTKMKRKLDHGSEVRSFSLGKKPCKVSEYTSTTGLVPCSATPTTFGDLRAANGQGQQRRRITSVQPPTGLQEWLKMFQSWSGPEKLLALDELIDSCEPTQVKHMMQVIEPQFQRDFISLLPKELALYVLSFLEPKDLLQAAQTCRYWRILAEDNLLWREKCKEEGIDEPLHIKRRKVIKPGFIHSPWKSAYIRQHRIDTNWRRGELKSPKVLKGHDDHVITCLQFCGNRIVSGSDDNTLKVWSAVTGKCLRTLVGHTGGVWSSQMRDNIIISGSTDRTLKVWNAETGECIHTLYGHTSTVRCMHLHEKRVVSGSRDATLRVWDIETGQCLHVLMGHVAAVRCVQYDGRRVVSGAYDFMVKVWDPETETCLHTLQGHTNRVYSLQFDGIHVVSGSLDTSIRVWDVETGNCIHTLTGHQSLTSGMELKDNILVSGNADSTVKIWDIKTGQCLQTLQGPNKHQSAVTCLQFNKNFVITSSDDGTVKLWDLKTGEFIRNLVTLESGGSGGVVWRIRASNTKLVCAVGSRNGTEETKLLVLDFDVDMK
An asterisk follows results filed as active; & = joins results of further samples.

SMILES	TEAD-YAP block	GPR151 ag	MITF inh	FBW7 activator
NS(=O)(=O)c1ccc(CCNC(=O)CSc2nc3ccccc3c(=O)n2C2CC2)cc1	0.7	-0.6	5.8	-0.2
Oc1ccccc1N=Cc1ccccc1Cl	-25.1	-0.6	15.4	-0.1
CN(CCOc1ccccc1)S(=O)(=O)c1ccc2c(c1)oc1ccccc12	-1.1	0.1	-5.4	-0.2
COCC(C)NC(=O)c1cccc(OC)c1 (configuration not stated)	7.1	0.3	-6.3	0.1
Fc1ccccc1CSc1ncnc2sc3c(c12)CCCC3	5.2	0.1	4.6	0.3
O=C(Nc1ccc(NC(=O)c2ccc(-c3ccc(F)cc3)o2)cc1)c1ccco1	8.7	0.3	0.1	-0.2
Nc1ccc(Cl)c(NC(=O)c2cccs2)c1	-17.8	0.0	-1.5	0.1
Cc1cc(C)c2oc(-c3ccc(NC(=O)CC(C)C)cc3)nc2c1	-23.8	0.2	4.2	0.0
Cc1ccc(N2NC(=O)/C(=C/c3ccc(-c4ccc5c(c4)C(=O)NC5=O)o3)C2=O)cc1	-1.2	-0.4	-1.9	0.3
CCCSc1ncnc2c1c(-c1ccccc1)cn2-c1ccc(OC)cc1	-12.9	-0.6	20.4	0.0
CN1CCN(C(=O)C2c3ccccc3Oc3ccccc32)CC1	-3.0	0.3	3.6	0.0
COC(=O)CCC(=O)Nc1cccc(Cl)c1C	-9.2	2.3	15.2	0.1
CC(C)c1ccc(NC(=O)C(c2cc3c(cc2[N+](=O)[O-])OCO3)N2CCc3ccccc32)cc1 (configuration not stated)	2.3	-1.7	8.6	0.2
O=C(CC1(O)C(=O)Nc2ccc(Cl)cc21)c1ccc2c(c1)OCCO2 (configuration not stated)	6.3	0.4	3.7	-0.1
CCOc1ccccc1-c1nc2cnccn2c1NCCOC	-3.9	0.6	-3.1	0.0
CCc1ccccc1NC(=O)c1cccc(Cl)c1	3.5	1.5	2.0	0.0
CCCc1noc(-c2cccc(C)c2)n1	6.2	-1.6	0.2	0.0
CCn1c(-c2ccco2)nn(CN2CCN(c3ncccn3)CC2)c1=S	7.2	-1.3	17.6	0.3
COc1ccc(NC(=O)CC2C(=O)N(C)C(=S)N2CCc2ccc(S(N)(=O)=O)cc2)cc1 (configuration not stated)	3.8	1.1	-12.2	0.0
COc1ccc(CCNC(=O)CN(c2ccc(OC)cc2)S(C)(=O)=O)cc1	-0.6	0.0	-1.4	0.0
O=c1[nH]c(C2CCNCC2)nc2c1nnn2Cc1ccccc1	5.8	0.3	8.8	0.1
O=C(NCC1CCC2(CCN(Cc3ccccn3)CC2)O1)c1cn2cc(Cl)ccc2n1 (configuration not stated)	0.1	0.1	6.7	-0.1
O=C(NCc1cccs1)C1CCCN(c2ccc(-n3ccnc3)nn2)C1 (configuration not stated)	-8.0	-2.1	11.5	0.0
COc1ccc(CCN2C(=O)C(C(C)C)NC2=S)cc1OC (configuration not stated)	6.2	1.2	7.7	0.0
CC(=O)C/C(C)=N/NC(=O)C1CC1(c1ccccc1)c1ccccc1 (configuration not stated)	3.4	0.0	4.9	1.2

Next section:
SMILES	TEAD-YAP block	GPR151 ag	MITF inh	FBW7 activator
Cc1ccc(C(=O)Nc2c(C(=O)Nc3cccc(Cl)c3)cnn2-c2ccccc2)cc1	1.8	1.0	6.5	0.0
COc1ccc(-n2nc(C(=O)N3CCCC(C)C3)c3ccccc3c2=O)cc1 (configuration not stated)	-1.4	-0.3	-7.4	-0.1
O=c1oc2ccc3ccccc3c2cc1-c1nnc(Nc2ccc(Cl)cc2Cl)s1	3.5	0.3	13.7	0.3
COc1ccc(CNc2c(-c3ccc(O)c(OC)c3)nc3cnccn23)cc1	-16.6	-0.4	6.7	0.1
Cc1cc(C)c(S(=O)(=O)Nc2ncn[nH]2)c(C)c1	0.3	1.6	-12.8	-0.1
COC(=O)C(Nc1ccc(C(F)(F)F)cc1[N+](=O)[O-])C(C)C (configuration not stated)	6.2	-0.3	-8.2	-0.1
COc1ccc(S(=O)(=O)n2nc(OC(=O)c3ccc(-c4ccccc4)cc3)cc2N)cc1	-0.3	-2.4	2.0	0.0
O=C(NC(=S)Nc1ccc(N2CCOCC2)cc1)c1cncc(Br)c1	-1.3	0.8	13.3	0.1
Cc1ccc(S(=O)(=O)NCC(CCC(=O)O)C(F)(F)F)cc1 (configuration not stated)	4.3	-1.5	-11.8	-0.1
CCn1c(N/N=C/c2cccc(O)c2)nc2c1c(=O)[nH]c(=O)n2C	1.6	0.7	17.5	0.2
Cc1csc(NC(=O)C2=NNC(=O)CC2)n1	-4.2	1.8	8.9	-0.1
COc1ccc(C(=O)NCC2CCC3(CCN(C(=O)c4ccncc4)CC3)O2)cc1OC (configuration not stated)	-1.6	1.5	-6.8	-0.1
CCOc1ccc(/C=C(\C#N)C(=O)Nc2ccc(OC)cc2)cc1Br	10.9	1.0	1.5	-0.1
Cc1ccccc1C(=O)NC(C)c1nnc2n1CCN(CC(C)C)CC2 (configuration not stated)	9.4	-0.6	-1.1	0.0
COc1ccc(C(=O)COC(=O)c2cccc(S(=O)(=O)N3CCOCC3)c2)cc1	1.8	2.4	-6.0	0.2
COc1cccc(CNn2c(-c3cccc(C)c3)nc3ccccc3c2=O)c1O	8.9	-1.5	7.0	-0.1
O=C(N[C@H]1C[C@H]2C(=O)N[C@H](CO)C(=O)N2C1)c1ccccc1Cl	-10.4	-2.1	-15.4	0.6
Cc1cc(C(=O)NCc2ccccn2)c2c(C)nn(-c3ccccc3)c2n1	-3.0	-0.1	2.1	-1.1
COc1ccc(O)c(/C=N/c2ncn[nH]2)c1	3.2	0.5	5.4	0.1
COc1ccc2c(=O)cc(-c3ccccc3)oc2c1	-36.3	0.5	2.4	-0.1
Cc1cc(-c2nnc(CCC(=O)NC(C)c3ccccc3)o2)c(C)o1 (configuration not stated)	-3.1	-0.2	-1.5	0.0
O=C(CCNc1c(N2CCCC2)c(=O)c1=O)Nc1ccc(Cl)cc1F	-7.9	-0.3	1.0	0.0
CCN(CC)c1ccc2cc(-c3nc4ccccc4c(=O)[nH]3)c(=N)oc2c1	-7.9	-0.8	6.4	0.2
O=C(CCC1(Cc2ccc(F)cc2)CCC(=O)N1)NCCCc1ccccc1 (configuration not stated)	1.8	-0.2	-4.2	0.0
O=C(CSc1ccc2nnc(-c3ccc(Cl)cc3)n2n1)NCC1CCCO1 (configuration not stated)	-1.5	-0.8	3.2	0.3

13 entries already listed, arranged by number of heavy atoms, falling:
SMILES	TEAD-YAP block	GPR151 ag	MITF inh	FBW7 activator
COc1ccc(C(=O)NCC2CCC3(CCN(C(=O)c4ccncc4)CC3)O2)cc1OC (configuration not stated)	-1.6	1.5	-6.8	-0.1
Cc1ccc(C(=O)Nc2c(C(=O)Nc3cccc(Cl)c3)cnn2-c2ccccc2)cc1	1.8	1.0	6.5	0.0
COc1cccc(CNn2c(-c3cccc(C)c3)nc3ccccc3c2=O)c1O	8.9	-1.5	7.0	-0.1
COc1ccc(CNc2c(-c3ccc(O)c(OC)c3)nc3cnccn23)cc1	-16.6	-0.4	6.7	0.1
CCN(CC)c1ccc2cc(-c3nc4ccccc4c(=O)[nH]3)c(=N)oc2c1	-7.9	-0.8	6.4	0.2
Cc1ccccc1C(=O)NC(C)c1nnc2n1CCN(CC(C)C)CC2 (configuration not stated)	9.4	-0.6	-1.1	0.0
O=C(CCNc1c(N2CCCC2)c(=O)c1=O)Nc1ccc(Cl)cc1F	-7.9	-0.3	1.0	0.0
CCn1c(N/N=C/c2cccc(O)c2)nc2c1c(=O)[nH]c(=O)n2C	1.6	0.7	17.5	0.2
O=C(N[C@H]1C[C@H]2C(=O)N[C@H](CO)C(=O)N2C1)c1ccccc1Cl	-10.4	-2.1	-15.4	0.6
COC(=O)C(Nc1ccc(C(F)(F)F)cc1[N+](=O)[O-])C(C)C (configuration not stated)	6.2	-0.3	-8.2	-0.1
COc1ccc2c(=O)cc(-c3ccccc3)oc2c1	-36.3	0.5	2.4	-0.1
Cc1cc(C)c(S(=O)(=O)Nc2ncn[nH]2)c(C)c1	0.3	1.6	-12.8	-0.1
Cc1csc(NC(=O)C2=NNC(=O)CC2)n1	-4.2	1.8	8.9	-0.1

Following part
SMILES	TEAD-YAP block	GPR151 ag	MITF inh	FBW7 activator
O=C(Cc1cccc(C(F)(F)F)c1)NCC1CCC2(CCN(Cc3cccnc3)CC2)O1 (configuration not stated)	6.3	-0.2	3.9	-0.1
CCOc1ccc(/C=N/NC(=O)c2ncn[nH]2)cc1O	10.1	-0.7	10.9	0.1
COc1ccc(/C=C\C(=O)N2c3ccccc3CC2C(N)=O)cc1OC (configuration not stated)	8.5	-0.3	-15.2	0.2
Cc1ccc(C)c(OCC(=O)Nc2ccc(N3CCOCC3)cc2)c1	2.2	0.0	-1.4	-0.5
O=C(CCn1c(=S)[nH]c2cc3c(cc2c1=O)OCO3)N1CCN(Cc2ccc3c(c2)OCO3)CC1	-0.8	-0.9	13.8	1.0
CC(C)CCNC(=O)C(=O)NCCCCc1ccccc1	7.7	-0.8	14.2	0.6
Cc1oc2cc(OCC(=O)OCc3ccccc3)ccc2c(=O)c1-c1nc2ccccc2s1	0.2	-0.5	4.7	0.0
CCCN(CCC)S(=O)(=O)c1ccc(C(=O)Nc2nc(-c3ccccn3)cs2)cc1	11.8	0.0	17.5	-0.1
CC(C)(C)NC(=O)CN1N=C(c2ccc(F)cc2)Cn2c(cc3sccc32)C1=O	-2.8	-0.4	-2.4	0.2
CC(NC(=O)Nc1ccc(F)cc1)C(c1cccs1)N1CCCC1 (configuration not stated)	-2.4	-0.2	6.8	-0.1
O=C(c1cccs1)N1CCN(C(=O)N2CCOCC2)CC1	3.2	-1.4	0.5	0.2
O=C(NCC1CCCO1)C1CC(=O)N(C2CCCCCC2)C1 (configuration not stated)	-0.4	-0.8	7.9	0.4
Cc1ccc(N(C(=O)NC(=O)Nc2ccccc2)S(=O)(=O)c2ccc(C)cc2)cc1	-7.7	0.2	31.0	0.5
O=C(O)C1CCCN(S(=O)(=O)c2ccc(Cl)cc2)C1 (configuration not stated)	-11.4	-0.5	-5.1	-0.2
COc1cc(Nc2nc(-c3ccc(N4CCN(C)CC4)cc3)nc3c2ncn3Cc2ccc(C(F)(F)F)cc2)cc(OC)c1OC	1.2	2.4	-7.7	0.0
O=C(c1ccco1)N1CCN(S(=O)(=O)c2cccc([N+](=O)[O-])c2)CC1	3.1	-0.8	0.9	0.0
CC(Oc1ccc(C(=O)c2ccc(F)cc2)cc1)C(=O)NC(N)=O (configuration not stated)	-5.3	0.1	9.1	0.2
CC(C)CCNC(=O)COc1ccccc1	-6.4	-0.1	6.2	-0.1
CN1CCN(c2ccc(CNC(=O)c3cnc4ccccc4n3)cc2)CC1	9.1	0.4	-3.3	-0.2
COc1ccc(CNc2c(CC(C)C)nc3cnccn23)cc1	3.3	0.0	1.5	0.0
CC(C)c1ccc(NC=C2C(=O)OC(C)(C)OC2=O)cc1	-12.4	-0.4	-1.4	0.2
Cc1csc(NC(=O)C2(c3cccs3)CCOCC2)n1	7.5	1.0	21.8	0.0
c1ccc(-c2ncc(CNc3nc4nonc4nc3N3CCOCC3)s2)cc1	-2.9	-1.1	3.3	-0.2
CC(C)(C)C(=O)Nc1ccc(S(=O)(=O)N2CCc3ccccc32)cc1	0.8	0.9	-5.0	0.0
NC(=O)c1ccccc1NC(=O)c1ccc(Cn2nnc3ccccc32)cc1	56.1*	0.0	4.0	-0.1

Next section:
SMILES	TEAD-YAP block	GPR151 ag	MITF inh	FBW7 activator
COc1cc2nc(Nc3ccccn3)nc(Nc3ccc(Oc4ccccc4)cc3)c2cc1OC	-6.0	-1.8	-6.2	-0.2
CCOc1ccc(-c2nnc3ccc(SC(C(C)=O)C(C)=O)nn23)cc1	-6.4	-0.2	6.7	0.7
N#C/C(=C\c1ccc(O)c(O)c1)c1nc2ccccc2[nH]1	-46.9	-1.8	14.9	-0.2
CCOC(=O)c1ccc(NC(=O)CN2C(=O)CN(C(C)=O)C2=S)cc1	4.0	-0.8	-2.5	-0.1
CCOc1ccc(CCNc2cc(C)nc3nc(C)nn23)cc1OCC	8.3	0.6	13.9	0.3
CC1CCc2nn(CC(=O)NCCCc3ccccc3)cc2C1 (configuration not stated)	-5.8	-0.7	0.7	0.1
COc1ccc(C(=O)NC(=S)Nc2ccc(C(=O)O)cc2)cc1	-17.8	-0.7	0.3	0.1
CN1CCN(c2nnc(-c3cccs3)c3ccccc23)CC1	-1.1	1.1	-5.0	-0.1
Cc1nc(CNS(=O)(=O)c2ccc(Oc3ccccc3)cc2)cs1	18.8	0.4	1.1	-0.2
Cc1cc(OCC(=O)NC(C)C)ccc1Cl	-13.1	-0.7	-2.4	0.1
O=C1CCCN1CCCNc1nc(Nc2ccc(Oc3ccccc3)cc2)c2[nH]cnc2n1	3.1	0.4	18.2	-0.1
CCOC(=O)C(C)Sc1ncnc2c1c(-c1ccccc1)cn2-c1ccc(OC)cc1 (configuration not stated)	6.3	-0.5	-9.1	0.1
CC(=O)Nc1ccc(-c2csc(NC(=O)CCCOc3ccc(C(C)=O)cc3)n2)cc1	26.6	0.1	10.8	0.1
CCCCOc1cc(CC2CNC(=O)N2)ccc1OC (configuration not stated)	-7.6	2.4&2.7	1.0&22.2	0.0&0.9
O=C(NCCc1ccc(Cl)cc1)c1cc2ccccc2o1	-5.7	2.8	-1.9	-0.1
O=C1CCCN1CCn1cnc2c(NCCOc3ccccc3)nc(N3CCN(c4ccccn4)CC3)nc21	3.6	1.0	11.0	0.2
NCC12CC3CC(C1)CC(CN)(C3)C2	0.7	-0.2	-7.5	-0.1
COc1ccc(/C=N/NS(=O)(=O)c2ccc(C(C)(C)C)cc2)cc1OC	-11.9	0.4	0.1	0.0
